M18AAP inhibitor: PfM18AAP enzyme inhibition. recombinant PfM18AAP, H-Glu-NHMec fluorogenic cleavage. inhibition, % at 7.35 µM. actives 1.2% (n = 290,000). AID 1822;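 active means inhibition above the campaign mean inhibition over all tested compounds plus 3 SD, cut at about 28% in these data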;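 further: 0% = plate median of test compound wells and 100% = 2 mM ZnCl2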
UBC9 SUMO inh: SUMOylation inhibition; P63279; HTRF SUMOylation assay, SAE1/SAE2 + UBC9, in vitro; inhibition, % at 35 µM; actives 0.36% (n = 290,000); in the data active means inhibition above about 50%, passing the limit was not always enough; further: strong numbers were not always called active
p-CIP stab down: p/CIP protein destabilization; F442A p/CIP-EGFP cells, EGFP fluorescence, 16 h; actives 0.01% (n = 290,000); Q05BA5; AID 1984; decrease of EGFP signal, % at 10 µM;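 active means EGFP signal decrease of at least 30% at 10 µM or well 3 SD below plate mean, unless failing retest; inactive means the rest, including hits failing retest or dose response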; further: some compounds called inactive have numbers as strong as hits; many of its hits are not listed in these tables
DNA FID counter: displaces DNA intercalator in HCV helicase counter-screen; DNA fluorescent intercalator displacement, fluorescence; inhibition, % at 7.9 µM; actives 0.17% (n = 290,000); AID 1845; in the data active means inhibition above about 37%;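 further: 0% = vehicle and 100% = reference compound; higher means more ethidium bromide displaced from hairpin DNA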
VIM-2 inh: blocks Pseudomonas aeruginosa VIM-2 metallo-beta-lactamase; actives 0.89% (n = 290,000); inhibition, % at 5.6 µM; purified VIM-2, nitrocefin hydrolysis, epi-absorbance fluorescence;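 active means inhibition above the mean of all tested compounds plus 3 SD, cutoff set per screening run, cut at about 7.5% in these data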;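 further: red hydrolysis product quenches plate fluorescence so inhibitors raise well fluorescence; 0% = enzyme with DMSO and 100% = DMSO without enzyme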
IDE inh: inhibitors of human insulin-degrading enzyme in cells | inhibition, % at 5.59 µM | HEK cells, FAbetaB cleavage, fluorescence polarization | P14735 | actives 0.41% (n = 320,000);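 active means percent inhibition above the average of all tested compounds plus 3 SD, set per screening campaign, cut at about 16% in these data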;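 further: IDE supplied by intact live HEK cells; FP after avidin binding of uncleaved biotin substrate so inhibition keeps polarization high; 0% = DMSO wells and 100% = 60 µM reference IDE inhibitor Ii1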
Target sequence (P14735 whole entry, looked up): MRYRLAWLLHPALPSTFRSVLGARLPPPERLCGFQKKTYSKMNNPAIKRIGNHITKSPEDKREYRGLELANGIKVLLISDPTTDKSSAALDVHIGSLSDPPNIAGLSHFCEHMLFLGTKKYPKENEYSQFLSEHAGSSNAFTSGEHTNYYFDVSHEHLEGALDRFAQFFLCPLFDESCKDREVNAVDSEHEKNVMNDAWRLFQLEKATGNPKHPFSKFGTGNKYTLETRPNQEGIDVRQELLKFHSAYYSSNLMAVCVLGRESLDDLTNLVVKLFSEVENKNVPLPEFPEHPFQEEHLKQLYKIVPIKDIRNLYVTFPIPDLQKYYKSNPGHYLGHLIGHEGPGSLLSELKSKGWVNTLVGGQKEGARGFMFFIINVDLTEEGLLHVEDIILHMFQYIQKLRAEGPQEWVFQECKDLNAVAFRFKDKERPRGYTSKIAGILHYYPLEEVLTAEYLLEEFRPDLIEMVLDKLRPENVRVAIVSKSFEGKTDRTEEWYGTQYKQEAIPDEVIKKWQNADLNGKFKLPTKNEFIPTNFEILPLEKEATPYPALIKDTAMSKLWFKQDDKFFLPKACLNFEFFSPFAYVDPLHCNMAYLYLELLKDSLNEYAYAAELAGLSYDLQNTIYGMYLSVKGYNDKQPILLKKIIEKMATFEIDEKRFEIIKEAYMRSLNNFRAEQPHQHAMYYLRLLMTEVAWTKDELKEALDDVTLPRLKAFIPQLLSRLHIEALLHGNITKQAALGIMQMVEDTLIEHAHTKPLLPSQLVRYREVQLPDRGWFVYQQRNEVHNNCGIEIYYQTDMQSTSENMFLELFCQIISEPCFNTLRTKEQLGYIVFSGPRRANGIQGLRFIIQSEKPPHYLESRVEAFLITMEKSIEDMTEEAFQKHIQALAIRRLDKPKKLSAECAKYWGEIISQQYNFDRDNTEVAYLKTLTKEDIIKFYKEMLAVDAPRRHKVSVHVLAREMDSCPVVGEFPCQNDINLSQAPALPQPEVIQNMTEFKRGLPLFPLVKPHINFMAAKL
IMP-1 inhibitor: blocks Pseudomonas aeruginosa IMP-1 metallo-beta-lactamase. purified IMP-1, nitrocefin hydrolysis, epi-absorbance fluorescence. inhibition, % at 5.6 µM. actives 0.45% (n = 290,000);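 active means inhibition above the mean plus 3 SD of all compounds in the same screening run, cut at about 4.5% in these data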;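 further: 0% = IMP-1 with DMSO and 100% = DMSO wells lacking enzyme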
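System: purified IMP-1; amount: IMP-1 0.2 nM before substrate addition; compound: single dose, 5.6 µM; times: 25 °C, 15 min preincubation, 25 min reaction; signal: Epi-absorbance via hydrolysed-nitrocefin quenching of white-plate fluorescence, 480/530 nm, EDTA stop; benchmarks: DMSO with and without IMP-1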
HCV NS3 hel inh: blocks Hepatitis C virus NS3 helicase unwinding; actives 0.56% (n = 290,000); inhibition, % at 10.9 µM; AID 1800; NS3 helicase DNA unwinding, Cy5 molecular beacon fluorescence;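 active means inhibition above the mean of all tested compounds plus 3 SD, set per campaign, cut at about 35% in these data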;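 further: 0% = DMSO wells and 100% = thioflavine S control wells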
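Measured by: Cy5 fluorescence, 0 and 60 min reads / Assay system: NS3 helicase fragment of HCV / Control set: low DMSO, high thioflavine S at 110 µM / Times: 1 h reaction at 25 °C, ATP-initiated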
IDE cell activ: activators of human insulin-degrading enzyme in cells; activation, % at 5.96 µM; P14735; actives 0.073% (n = 340,000); HEK cells, FAbeta-B cleavage, fluorescence polarization; 0% vehicle, 100% cell-free pure enzyme wells;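 active means activation above the mean of all tested compounds plus 3 SD, set per screening campaign, cut at about 17% in these data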
Starred values were filed as active, the others as inactive; nt = not tested or not shown.

SMILES	DNA FID counter	IDE inh	p-CIP stab down	IMP-1 inhibitor	UBC9 SUMO inh	IDE cell activ	HCV NS3 hel inh	VIM-2 inh	M18AAP inhibitor
Cc1cccc(NC(=S)N2CCCC(c3nc4ccccc4[nH]3)C2)c1 (stereo unspecified)	-7	2	12	-3.6	-6	3	1	-4.9	4
Cc1ccccc1C(=O)NC1CCN(CC(=O)Nc2ccccc2)CC1	-5	5	-4	-0.9	1	6	-2	-0.8	-3
CC(C)(C)C(=O)NC(=S)Nc1ccccn1	0	-1	-13	-3.2	15	7	3	-1.4	0
Cc1cccc(NC(=O)CSc2nc(C)c(CC(=O)c3ccc(Br)cc3)c(C)c2C#N)c1C	1	0	-1	-3.1	7	2	2	-4.3	3
Cc1ccc(CN2C(=O)CC(Nc3ccc(N4CCOCC4)cc3)C2=O)cc1 (stereo unspecified)	-26	-7	-6	-8.0	-1	-2	1	1.0	-5
O=C(N/N=C/c1ccco1)c1cc(Br)ccc1OCc1ccccc1	-8	4	-1	-4.6	22	5	8	-2.8	2
CC(C)(CC(=O)O)CC(=O)Nc1ccc(Oc2ccc(C(C)(C)C)cc2)nc1	-41	7	-32	-3.5	6	nt	21	-2.4	-1
COC(=O)C1=C(C)NC2=C(C(=O)CCC2)C1c1cccs1 (stereo unspecified)	0	nt	-1	-5.4	3	nt	-5	0.5	4
C/C(=N\Nc1nc(N)cc(Cl)n1)c1ccc(F)cc1	-3	4	-4	-3.3	2	14	-3	-3.5	8
Cc1nc(-c2ccccc2)sc1-c1nnc(C2CC2)o1	-17	3	-8	-4.5	6	-4	4	-0.4	-3
Cc1c(CN2CCC(CO)(CCOc3ccccc3)CC2)c(=O)n(-c2ccccc2)n1C	-2	-4	-18	-2.9	12	2	-3	-3.4	2
CC(C)c1ccc(NS(=O)(=O)c2cccc3cccnc23)cc1	-18	1	-6	-2.8	-9	2	-5	-5.3	6
O=C(NNC(=O)c1cccnc1)Nc1ccccc1	0	-1	-10	-1.5	8	2	1	-2.0	7
Cc1ccc(C(=O)O)cc1NC(=O)c1ccc(Cn2nc(C)c(Cl)c2C)o1	-53	2	16	-0.9	-7	-13	-1	-2.5	1
COC(=O)c1ccccc1NC(=O)CSc1ncccn1	-13	0	-6	-3.6	0	-1	6	-3.7	5
CN(C)C(=O)COc1ccc(Br)cc1	-2	-2	-1	-2.0	12	0	5	-4.1	2
CN(C)S(=O)(=O)c1ccc2c(c1)c(=O)c(C(=O)N1CCOCC1)cn2C	1	3	-4	1.2	14	0	-1	-3.8	2
CC(Oc1ccccc1)C(=O)Nc1ccc(S(=O)(=O)N2CCCC2)cc1 (stereo unspecified)	-28	0	-21	-2.7	19	-2	-12	-5.4	-9
CCOCCCNC(=O)C(NC(=O)CC1NC(=O)NC1=O)c1ccc(Cl)cc1 (stereo unspecified)	-8	6	-7	-1.7	13	-5	8	-2.4	10
CCOC(=O)N1CCC(NC(=O)c2cnc3n(c2=O)CCS3)CC1	-10	-3	-1	-0.8	6	5	-10	0.3	7
COc1ccc(-c2nnn(Cc3nc(N)nc(N4CCOCC4)n3)n2)cc1OC	-7	0	-14	-3.4	6	-5	-7	-3.2	-2
COc1ccccc1/C=C/C=c1\sc2nc(=O)c(Cc3ccccc3)nn2c1=O	-19	0	-8	7.9*	nt	8	13	0.7	0
CC(=O)OCC(=O)NCc1ccc2c(c1)OCO2	0	-3	-16	-2.7	24	6	-8	-0.4	-13
COCCNC(=O)C(=O)NNS(=O)(=O)c1ccc(Cl)cc1	1	-2	4	-1.7	-2	-1	9	0.6	-2
C/C(=N\NC(=O)c1ccccc1)c1ccc(NC(=O)c2cccs2)cc1	-3	-3	-14	-2.3	12	1	17	-4.9	-2
O=C(Nc1ccccc1N1CCN(C(=O)c2ccc(Cl)cc2)CC1)c1cccnc1	-35	2	7	-3.0	2	-7	-9	-1.8	-12
CC(C)C(=O)N(c1ccc2oc(=O)sc2c1)S(=O)(=O)c1cccs1	-10	8	-6	-2.5	5	-16	4	-1.0	37*
N#Cc1cnn(Cc2ccc(Cl)cc2)c1N	6	3	-8	-0.9	2	-3	3	-0.3	4
CCOC(=O)N1CCN(c2nnnn2-c2ccccc2)CC1	4	-10	-2	-3.3	24	2	3	-2.5	-10
O=C(Nc1nc2ccc3ccccc3c2s1)c1ccc(N2CCCCC2)c([N+](=O)[O-])c1	1	2	-4	-4.5	-7	-3	1	-1.5	-11
Fc1cccc(Cl)c1CSc1nnc(COc2cccc3cccnc23)o1	-26	5	-1	-0.7	20	1	-8	-1.8	6
COc1ccc(S(=O)(=O)Cc2ccc(C(=O)N3CC(C)CC(C)C3)o2)cc1 (stereo unspecified)	-40	1	3	-3.8	2	-1	-3	-2.5	5

In the list so far, 3 have a thiophene ring, fused or not.
SMILES	DNA FID counter	IDE inh	p-CIP stab down	IMP-1 inhibitor	UBC9 SUMO inh	IDE cell activ	HCV NS3 hel inh	VIM-2 inh	M18AAP inhibitor
COC(=O)C1=C(C)NC2=C(C(=O)CCC2)C1c1cccs1 (stereo unspecified)	0	nt	-1	-5.4	3	nt	-5	0.5	4
C/C(=N\NC(=O)c1ccccc1)c1ccc(NC(=O)c2cccs2)cc1	-3	-3	-14	-2.3	12	1	17	-4.9	-2
CC(C)C(=O)N(c1ccc2oc(=O)sc2c1)S(=O)(=O)c1cccs1	-10	8	-6	-2.5	5	-16	4	-1.0	37*

Next section.
SMILES	DNA FID counter	IDE inh	p-CIP stab down	IMP-1 inhibitor	UBC9 SUMO inh	IDE cell activ	HCV NS3 hel inh	VIM-2 inh	M18AAP inhibitor
CNC(=S)NC(CC(=O)OC)c1ccc2c(c1)OCO2 (stereo unspecified)	5	1	-1	-0.7	6	-2	7	0.2	-7
Oc1c(C=NCc2ccncc2)sc2ccccc12	-5	2	-6	-5.1	14	nt	3	1.9	13
CCN=C(NC#N)SCc1c(F)cccc1Cl	1	4	-4	-0.4	15	1	4	-0.6	-12
Cc1cc(=O)c2cc3nc(-c4cccnc4)oc3c(Br)c2o1	-6	-6	-10	-1.7	20	nt	-8	0.4	-3
CCC(C)NC(=O)[C@@H]1CCCN1C(=O)C1CCN(S(=O)(=O)c2ccc(C)cc2)CC1 (stereo partly specified)	-31	1	-5	-0.3	4	6	-4	-1.1	-8
COc1ccc(C(=O)NCCc2ccccc2F)cc1OC1CCN(C(C)=O)CC1	-32	-3	1	0.5	-2	3	6	1.6	-10
COc1cc(/C=N/NC(=O)c2cccc([N+](=O)[O-])c2)cc(OC)c1O	-4	3	4	-4.7	7	1	13	-4.5	13
COc1cccc(C2C(=O)N(C3CCCCC3)CC(=O)N2Cc2ccc(F)cc2)c1 (stereo unspecified)	-26	4	-16	-3.1	13	10	3	-1.9	-9

Results in UBC9 SUMO inh, HCV NS3 hel inh and DNA FID counter (five entries from above):
smiles	UBC9 SUMO inh	HCV NS3 hel inh	DNA FID counter
CCN=C(NC#N)SCc1c(F)cccc1Cl	15	4	1
Cc1cc(=O)c2cc3nc(-c4cccnc4)oc3c(Br)c2o1	20	-8	-6
CCC(C)NC(=O)[C@@H]1CCCN1C(=O)C1CCN(S(=O)(=O)c2ccc(C)cc2)CC1 (stereo partly specified)	4	-4	-31
COc1ccc(C(=O)NCCc2ccccc2F)cc1OC1CCN(C(C)=O)CC1	-2	6	-32
COc1cc(/C=N/NC(=O)c2cccc([N+](=O)[O-])c2)cc(OC)c1O	7	13	-4

Following part
SMILES	DNA FID counter	IDE inh	p-CIP stab down	IMP-1 inhibitor	UBC9 SUMO inh	IDE cell activ	HCV NS3 hel inh	VIM-2 inh	M18AAP inhibitor
CCn1c(=N)n(CC(=O)c2ccc(OC)cc2)c2ccccc21	9	6	1	-1.0	25	7	-21	-0.7	-10
CC(=O)OCCCNc1cc(SCc2ccco2)c2nonc2c1[N+](=O)[O-]	-7	8	6	0.9	93	6	41*	2.9	-13
COc1ccc(C(=O)COC(=O)C(C)N2C(=O)C3C4CCC(C4)C3C2=O)cc1 (stereo unspecified)	-27	2	-12	-3.1	9	0	3	-2.6	4
CC1(C(=O)N(CC(=O)NC2CCCC2)Cc2ccco2)CC(=O)N=C2C=CC=CN21 (stereo unspecified)	-1	1	1	1.2	10	-5	-3	-1.1	0
COc1cc2c(cc1OC)CN(Cc1cc(=O)oc3cc(C)c(Cl)cc13)CC2	-20	-1	2	-3.4	11	6	25	1.3	6
COc1ccc(NC(=O)NC(C)c2ccc3c(c2)OCO3)cc1OC (stereo unspecified)	-12	1	-5	-1.3	17	2	-2	-0.5	-8
O=C(O)CN(c1cccc(C(F)(F)F)c1)S(=O)(=O)c1ccccc1	-5	-5	-3	-3.8	-13	3	4	-1.2	2
O=c1c2cnn(-c3ccc(F)cc3)c2ncn1Cc1ccccn1	-2	nt	-11	-2.5	15	nt	5	-2.9	2
CCOc1ccccc1C(=O)NCCCn1ccnc1	-6	2	2	-3.3	5	-2	-3	-4.7	-11
COc1ccccc1CNC(=O)C1CCN(S(=O)(=O)c2ccc(N3CCCC3=O)cc2)CC1	-44	0	9	-4.0	-2	8	12	-1.9	-1
Cc1ccc(C(=O)NC(Cc2c[nH]c3ccccc23)C(=O)O)o1 (stereo unspecified)	-4	-9	-10	-2.4	16	-3	10	-3.5	-6

From PubChem BioAssay
